Screens from PubChem.
ERp5 block: inhibitors of human ERp5; Q15084; ERp5 insulin aggregation, absorbance 650 nm, 90 min; inhibition, % at 9.99 µM; hit rate 0.05% among 350,000; AID 651711;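 active means mean replicate inhibition above about 25%, with every replicate also reaching it, limit read from the data, passing the limit was not always enough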
RAD54 branch: RAD54 (human) branch migration inhibition; Q92698; RAD54 Holliday junction branch migration, FAM/BHQ fluorescence; inhibition, % at 10.4 µM; hit rate 0.14% among 360,000;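 active means mean normalized replicate activity at least 40 and at least half of replicates scoring 40 or more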;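 further: 0% = median of neutral control wells and 100% = median of positive control wells; inhibitors cause a drop in the FAM fluorescence signal; in these data hits start at about 50%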
RAD52 inh: RAD52 (human) annealing inhibition | hit rate 0.46% among 360,000 | recombinant RAD52 DNA annealing, FRET fluorescence | AID 651710 | P43351 | inhibition, % at 18.7 µM;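 active means every replicate showing at least 50% inhibition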
Target sequence (P43351 whole entry, looked up): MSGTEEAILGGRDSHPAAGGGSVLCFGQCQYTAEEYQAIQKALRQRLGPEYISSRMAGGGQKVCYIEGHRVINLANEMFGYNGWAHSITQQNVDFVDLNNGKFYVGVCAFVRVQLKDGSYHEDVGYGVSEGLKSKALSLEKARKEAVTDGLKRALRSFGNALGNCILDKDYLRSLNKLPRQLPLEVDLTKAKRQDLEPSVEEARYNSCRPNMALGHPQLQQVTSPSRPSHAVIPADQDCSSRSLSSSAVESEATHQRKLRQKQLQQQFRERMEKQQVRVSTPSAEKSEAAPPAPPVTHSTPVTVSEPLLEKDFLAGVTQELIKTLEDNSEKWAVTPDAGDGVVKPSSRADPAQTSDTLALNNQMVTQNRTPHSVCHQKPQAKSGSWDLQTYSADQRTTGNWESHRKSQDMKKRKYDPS
E-sel inducer: E-selectin induction on HUVECs; P16581; HUVEC E-selectin immunofluorescence imaging; normalized: neutral wells 0, TNF-alpha wells 100; activation, % at 7.58 µM; hit rate 0.37% among 260,000; AID 686992;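 active means mean E-selectin-positive cell signal at least 10% of the positive control, reached in at least 60% of replicates, without over 20% cell loss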;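 further: in these data hits start at about 27%; measured in HUVEC primary endothelial cells; signal is the percent of cells scored E-selectin positive by PE staining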
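Assay system: HUVEC primary endothelial cells. Input: 3,000 HUVEC seeded per well. Doses: one compound dose added by pin transfer. Read-out basis: % PE-positive cells. Benchmarks: TNF-alpha high, DMSO low. Detection: immunofluorescence imaging. Buffer or medium: EGM-2, gelatin.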
Casp6 inh: blocks human caspase-6 cleavage activity; P55212; purified caspase-6, Z-VEID-R110 cleavage fluorescence; inhibition, % at 12.5 µM; hit rate 0.53% among 350,000; AID 686996;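 active means mean inhibition across replicates at least about 35%, with every replicate also reaching that limit, limit read from the data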;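 further: 0% = median of neutral control wells and 100% = no fluorescence left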
Target sequence (P55212 24-179 limits assumed): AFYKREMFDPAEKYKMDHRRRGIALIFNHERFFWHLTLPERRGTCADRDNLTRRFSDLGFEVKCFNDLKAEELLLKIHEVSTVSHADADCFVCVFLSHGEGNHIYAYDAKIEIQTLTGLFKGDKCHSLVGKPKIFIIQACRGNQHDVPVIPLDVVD
Target sequence (P55212 194-293 limits assumed): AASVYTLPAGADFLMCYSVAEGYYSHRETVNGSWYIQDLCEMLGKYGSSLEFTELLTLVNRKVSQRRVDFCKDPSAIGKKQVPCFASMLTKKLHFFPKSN
esBAF inh: blocks esBAF chromatin remodeling in mouse ES cells. Bmi1-luciferase knock-in reporter, 24 h; 100% = twice the neutral-well signal. reporter increase, % at 12.5 µM. hit rate 2% among 350,000. AID 602393; in the data active means activation above about 40%;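 further: 0% = median of the plate's neutral control wells and 100% = double that signal; a rise in the Bmi1 reporter signal indicates esBAF inhibition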
PglD inh: inhibitors of Campylobacter jejuni PglD acetyltransferase; purified PglD enzyme, DTNB colorimetric CoA detection; inhibition, % at 12.5 µM; hit rate 0.098% among 360,000; AID 602405; in the data active means inhibition above about 16%, passing the limit was not always enough; further: strong numbers were not always called active
ARNT-TACC3 inh: disruptors of human ARNT/TACC3 interaction; hit rate 0.66% among 390,000; inhibition, % at 9.99 µM; Q9Y6A5; AlphaScreen His-ARNT PAS-B/GST-TACC3 binding, luminescence; TACC3 fragment carries E629A point mutation;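 active means mean inhibition of replicates at least 50% and at least half of replicates each reaching 50%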;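 further: 0% = complete ARNT plus TACC3 wells and 100% = ARNT alone without TACC3; many hits fall short of the cut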
* marks the source's active call; other numbers are inactive results; i = inactive; nt = no result given; & = joins results of further samples.

SMILES	ERp5 block	RAD54 branch	RAD52 inh	E-sel inducer	Casp6 inh	esBAF inh	PglD inh	ARNT-TACC3 inh
CC(C)NC(=O)Nc1ccc2c(c1)C(=O)N([C@@H](C)CO)C[C@H](C)[C@@H](CN(C)C(=O)Nc1cccc3ccccc13)O2	-3	4	-3	nt	-2	-4	-6	5
CCn1c(SCC#N)nc2c(c1=O)C1(CCCC1)Cc1ccccc1-2	nt	4	nt	nt	nt	-10	-8	-1
CC(C)CN(C(=O)COC(=O)CSc1ccccc1)c1c(N)n(Cc2ccccc2)c(=O)[nH]c1=O	0	-3	-12	nt	5	nt	1	1
O=C(Nc1ccccc1)N1C[C@H]2[C@@H](c3ccccc31)[C@H](CO)N2C(=O)c1ccccn1	2	-1	1	0.4	1	13	2	0
O=C(CSc1nc2ccccc2c(=O)[nH]1)c1ccc(O)c(O)c1	-2	3	-11	nt	70*	9	2	10
CCOC(=O)c1ccc(NC(=O)C2C3C=CC(C3)C2C(=O)O)cc1 (centres undefined)	nt	2	nt	nt	nt	18	-1	-5
COc1ccc(N2CCN(C(=O)c3ccc4c(c3)CCN4S(C)(=O)=O)CC2)cc1	2	-3	-12	0.4	-1	10	3	nt
CCO[C@@H]1OC(C(=O)N2CCOCC2)=C[C@H](C(C)(C)C)[C@H]1CCCO	nt	-5	nt	-0.2	nt	-4	4	-3
Cc1ccc(S(=O)(=O)NN=C2CC(C)(C)CC(=O)C2(C)C)cc1	6	-1	-18	0.3	nt	-1	4	nt
CC(C)C1C(=O)N(Cc2cn(CCC3OCCO3)nn2)CCS(=O)(=O)N1Cc1ccc(-c2ccc(F)cc2Cl)cc1 (centres undefined)	4	-2	-4	0.3	-1	3	4	nt
C[C@@H]1CN([C@H](C)CO)C(=O)Cc2cc(NS(=O)(=O)c3cn(C)cn3)ccc2O[C@@H]1CN(C)C(=O)Nc1ccc2c(c1)OCO2	0	-3	8	-3.1	-3	-5	2	3
COc1ccc(-c2ccc3n(c2=O)C[C@@H]2[C@@H](CO)[C@H](C(=O)N4CCOCC4)[C@H]3N2C)cc1	-1	4	7	0.0	2	-5	-5	-10
CCOC(=O)C1=C(C)NC(SC)=NC1c1ccc(OC)cc1 (centres undefined)	nt	-7	nt	nt	nt	-5	-7	1
O=C1NC(c2cccc([N+](=O)[O-])c2)=CCN1c1ccccc1O	0	13	-11	nt	13	nt	2	-10
CCCC1CC(C)(C(=O)CSc2n[nH]c(-c3ccccc3)n2)OC1=O (centres undefined)	nt	-2	nt	nt	nt	-2	5	-1
COc1ccccc1C(=O)Nc1ccc2c(c1)C(=O)N(C)[C@H]1CC[C@H](CC(=O)NCc3ccc(Cl)c(Cl)c3)O[C@H]1CO2	-1	3	-9	0.1	0	2	0	6
C[C@@H]1CN([C@H](C)CO)S(=O)(=O)c2ccc(C#CC3CC3)cc2O[C@H]1CN(C)CC1CCOCC1	-3	-5	14	-0.2	-5	-1	1	2
CCC(=O)N=c1sc2c(OC)ccc(OC)c2n1C	7	-20	-4	0.2	-2	-5	-4	-2
Cc1cccc(N2CC(C(=O)Nc3ccc(N4CCOCC4)cc3)CC2=O)c1C (centres undefined)	11	-18	-3	-0.1	1	-3	5	6
O=C1CC(N2CCOCC2)C(=O)N1c1ccccc1Cl (centres undefined)	nt	4	nt	nt	nt	-3	1	2
COc1cccc(/C=N/NC(=O)CN(C)S(=O)(=O)c2ccccc2)c1OC	7	-11	-11	nt	1	56*	-5	nt
Cc1ccccc1S(=O)(=O)N1C[C@H](O)COC[C@H]2O[C@H](CC(=O)N3CCOCC3)CC[C@@H]21	-3	3	-12	0.0	2	-5	-2	3
CCOC(=O)NN1C(=O)c2ccccc2NC1(C)C	-1	5	-10	3.7	2	-22	3	-7
CSC1=NCCN1S(=O)(=O)c1ccc(C)cc1	-2	nt	-7	nt	1	nt	nt	-7
CCOC(=O)c1c(C)[nH]c(C)c1C(=O)COC(=O)/C=C/c1cccc(C(F)(F)F)c1	-2	-5	-25	nt	-1	nt	3	nt
Cc1nn(C)c2c(=O)c(=O)c2n(C)[nH]1	4	nt	2	0.5	-1	nt	nt	0
CO[C@H]1CN(C)C(=O)c2cc(NC(=O)Nc3cccc(F)c3)ccc2OC[C@@H](C)N(C(=O)C2CC2)C[C@H]1C	nt	-6	nt	7.0	nt	-1	-2	0
CCc1nonc1NC(=O)c1oc2cc(C)c(Cl)cc2c1C	13	-1	-7	0.2	-3	2	5	-5
CCc1nn2c(=O)cc(COc3cccc(NC(=O)c4ccco4)c3)nc2s1	-2	-12	-32	nt	0	0	-2	-5
CC(=O)Nc1ccc(Oc2nc(-c3cccnc3)nc3sc4c(c23)CCCC4)cc1	nt	5	nt	nt	nt	2	1	0
O=C(NC1CCCCC1)c1cccc2c1C(=O)c1ccc(N3CCC(Cc4ccccc4)CC3)cc1S2(=O)=O	-1	-26	i	-0.1	-18	3	1	-4
O=C1NCCN1C(=O)C12CC3CC(CC(C3)C1)C2	nt	4	nt	nt	nt	-3	1	-2
CCNC(=O)C[C@@H]1CC[C@@H]2[C@@H](COc3ccc(NC(=O)c4ccc(C(F)(F)F)cc4)cc3C(=O)N2C)O1	7	1	1	0.1	2	3	2	-2
O=C(N/C(=C/c1ccccc1Cl)C(=O)N1CCCC1)c1ccccc1	-1	nt	-15	nt	-1	nt	nt	-22
N#C[C@@H]1[C@H](c2ccc(C#CC3CCCCC3)cc2)[C@@H](CO)N1C(=O)Nc1ccc(F)cc1	-8	nt	-23	-0.8	1	nt	nt	nt
CCCCCNC(=O)C(c1ccnc2ccccc12)n1c(=O)c(-c2ccccc2)nc2ccccc21 (centres undefined)	6	nt	-8	-0.1	-2	nt	nt	nt
Cc1noc(C)c1NC(=O)N1C[C@@H](O)COC[C@H]2O[C@H](CC(=O)NCC3CC3)CC[C@@H]21	6	2	-8	0.7	0	1	4	4
c1ccc(-c2nc(C3CCCCC3)c3sccc3n2)cc1	-7	4	-10	3.6	-2	nt	5	-15
CN(C)CCCNC(=O)C[C@@H]1CC[C@@H]2[C@H](COc3ccc(NC(=O)NC4CCCC4)cc3C(=O)N2C)O1	11	11	-2	0.0	2	18	-2	-16
CC(C)C[C@@H](CO)N(Cc1ccccc1)S(=O)(=O)N(Cc1ccccc1)[C@@H](CO)CC(C)C	nt	6	nt	nt	nt	0	0	-3
C[C@H](CO)N1C[C@H](C)[C@H](CN(C)S(=O)(=O)c2ccc(F)cc2)Oc2ncc(C#Cc3cccc(F)c3)cc2C1=O	1	-4	-2	-0.1	0	-1&-2	-1	1
CCn1c(CC(=O)Nc2ccccc2C)nnc1SCC(=O)Nc1nncs1	1	-2	9	nt	2	-2	-7	nt
COc1ccc(CCN2CC(C(=O)NCCc3ncccc3C)CCC2=O)cc1 (centres undefined)	3	0	-4	0.2	-5	-6	2	nt
Cc1cc2nc(SCCN3CCCC3)[nH]c2cc1C	nt	-4	nt	nt	nt	13	-1	-8
CCOC(=O)C(O)C1CCc2c([nH]c3ccc(C)cc23)C1=O (centres undefined)	2	-12	-7	0.7	0	nt	-3	-13
O=c1cc(-c2ccccc2)nc2nc(SCc3ccccc3)[nH]n12	nt	3	nt	nt	nt	-9	1	-12
CN(C)S(=O)(=O)c1ccc(N2CCCC2)c(C(=O)NCC2COc3ccccc3O2)c1 (centres undefined)	2	nt	-4	0.2	0	nt	nt	-9
COC(=O)Nc1ncc(CN2CCCCC2)s1	nt	0	nt	nt	nt	7	-2	-2
CCC(=O)N1CC(=O)N2[C@H](CO)[C@@H](c3ccc(-c4ccc(C(=O)N(C)C)cc4)cc3)[C@@H]2C1	-1	nt	-6	0.2	2	nt	nt	nt
COc1ccc(OC)c(CCNC(=O)CCc2nnc3ccc(N4CCCCC4)nn23)c1	-3	nt	0	nt	-6	-1	nt	-2
O=C(O)C1CCC(=O)N(C2CCCCC2)C1c1ccccc1Cl (centres undefined)	0	-6	-1	-0.3	2	3	8	-8
COc1ccc(CC2(CO)CCN(Cc3cccc(OC)c3OC)CC2)cc1	-4	-7	-11	0.2	-5	-10	5	-3
COCCNC(=O)c1cc2c(c(-c3cccc(-c4cccc(F)c4)c3)n1)[C@@H](CCO)N(S(=O)C(C)(C)C)C2 (some centres undefined)	1	-11	-39	nt	-1	-1	0	2
CCOC(=O)c1ccc([N+](=O)[O-])c(CS(=O)(=O)c2ccc(Cl)cc2)c1	-9	2	-12	nt	-2	-7	0	8
CC(C)NC(=O)N(C)C[C@@H]1Oc2c(NC(=O)Nc3ccccc3)cccc2C(=O)N([C@H](C)CO)C[C@@H]1C	4	-10	9	3.4	0	-4	-2	-1
COc1ccc(CCC(=O)Nc2ccc(S(=O)(=O)Nc3ncccn3)cc2)cc1	-3	8	-39	0.0	-2	-3	-6	3
NC(=O)C1CCN(C(=O)c2cc(-c3ccccc3Cl)nc3ccccc23)CC1	-8	3	-6	-0.8	0	-6	-2	-2
Cc1ccc(F)cc1-c1cc(C(=O)NCc2cc(C(F)(F)F)cc(C(F)(F)F)c2)[nH]n1	-1	1	5	9.5	-2	2	-2	nt
CCOc1ccc(N(CC(=O)NC2CCCC2)C(=O)c2ccc(C)s2)cc1	-7	-6	-3	nt	nt	-1	4	-7
COc1c(O)cnn(-c2ccccc2)c1=O	-2	nt	0	nt	3	nt	nt	1

(further entries)
SMILES	ERp5 block	RAD54 branch	RAD52 inh	E-sel inducer	Casp6 inh	esBAF inh	PglD inh	ARNT-TACC3 inh
Cn1ccc2cc(NC(=O)Nc3cccnc3)ccc21	2	1	-16	1.4	0	56*	5	-1
C=CCn1cc(C(C)=O)c(=O)[nH]c1=O	3	nt	-25	nt	-3	nt	nt	-5
O=C(CCCn1c(=S)[nH]c2ccsc2c1=O)Nc1ccc2c(c1)OCCO2	4	-4	-10	0.4	5	-39	3	8
Cn1c(=O)c2cc(NC(=S)NC3CCCCC3)ccc2n1Cc1ccc(F)cc1	6	3	-17	-0.3	-2	3	-4	nt
Nc1[nH]c(C(=O)c2ccc(Br)cc2)c(-c2ccc(Cl)cc2Cl)c1C(=O)NCCc1c[nH]c2ccccc12	0	nt	-17	1.1	-5	nt	nt	nt
O=C(COC(=O)c1ccc(Br)cc1)NCc1ccc(F)cc1	3	-2	-20	3.7	3	-5	-3	-5
CCCC(=O)NCC(c1cccs1)S(=O)(=O)c1ccc(C)cc1 (centres undefined)	2	-15	-6	nt	nt	7	-5	2
CN1CCN(C(=O)c2ccc(N3CCCC3=O)cc2)CC1	nt	-14	nt	nt	nt	-3	-1	3
CN(C)S(=O)(=O)c1cccc(NC(=O)CSc2nnnn2-c2ccccc2)c1	-6	10	-10	0.0	1	nt	6	-5
CC[C@@H](NCCCn1cnc2c(SC)ncnc21)c1ccccc1	-2	7	-2	0.0	-2	8	-1	nt
COc1cc(/C=N/NC(=O)CCn2cnc(-c3ccccc3)c2-c2ccccc2)ccc1O	1	nt	4	0.7	0	nt	nt	4
CN1CCN(C(=S)NC(=O)c2ccc(-c3ccccc3)cc2)CC1	8	nt	-8	4.3	-1	nt	nt	19
CCc1ccc(CN(C)C(=O)c2cc(S(=O)(=O)N3CCOCC3)ccc2N2CCCC2)cc1	12	-5	-33	0.5	-7	-3	5	0
COc1ccc(-n2c(=S)[nH]c3[nH]ncc3c2=O)cc1	0	0	12	nt	-1	-3	3	5
Cc1cc(Cl)ccc1N(CC(=O)NCc1ccccc1)S(C)(=O)=O	-3	0	-14	0.2	-1	2	3	7
COC(=O)c1ccc(C(=O)OC)nc1	nt	-1	nt	nt	nt	-4	-4	-3
Cc1ccc(NC(=O)CCc2ccc(S(=O)(=O)NC3CCCCC3)cc2)cc1	nt	-2	nt	nt	nt	10	-9	-9

This is a random part of the collection; about 3.2% have a hit in one of these screens.
